Assay outcomes from PubChem BioAssay.
UBC13 inh: UBC13 polyubiquitin chain formation inhibitors, primary screen, biochemical, TR-FRET, uHTS; inhibition, % at 20 µM; AID 485273, 2010; 330,000 compounds, 0.47% hits; Ubiquitin-conjugating enzyme E2 N (Homo sapiens), P61088; in the data active = inhibition above about 45%, passing the limit was not always enough
SENP8 inh: SENP8 protease inhibitors, primary screen, biochemical, luminescence; purified SENP8, Z-RLRGG-aminoluciferin cleavage; inhibition, % at 10 µM; 330,000 compounds, 1.2% hits; AID 2540, 2010
EBI2 block: EBI2 receptor antagonists, beta-arrestin recruitment, primary screen, cell-based, luminescence, 7a,25-OHC stimulation, uHTS. G-protein coupled receptor 183 (Homo sapiens), P32249. AID 651636, 2012. inhibition, % at 5 µM. 7a,25-OHC stimulated. 360,000 compounds, 0.81% hits; in the data active = inhibition above about 38%;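 note: enzyme fragment complementation signal reports receptor beta-arrestin coupling in cells; 0% = agonist plus DMSO wells and 100% = wells without agonist; some results beyond the cut were filed as inactive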
697 NFkB inh: inhibitors of PMA/ionomycin-induced NF-kB reporter, 697 cells, primary screen, B-cell NF-kB inhibitor project, cell-based, luminescence, uHTS | 697 B-cell NF-kB luciferase reporter, 16 h | inhibition, % at 4 µM | 330,000 compounds, 0.33% hits | AID 435022, 2010; in the data active = inhibition above about 35%
Gli-Sufu block: Gli-Sufu pathway antagonists, primary screen, luciferase luminescence, Sufu-KO-LIGHT cells, uHTS; inhibition, % at 5 µM; 340,000 compounds, 0.74% hits; Sufu-KO-LIGHT fibroblasts, Gli luciferase reporter luminescence; AID 588413, 2011;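 active = inhibition above about 55%, limit read from the data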;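 note: 0% = DMSO-treated cells and 100% = wells with medium but no cells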
Jurkat NFkB inh: inhibitors of induced NF-kB luciferase reporter, primary screen, TCR NF-kB activation inhibitor project, cell-based, luminescence, uHTS. inhibition, % at 4 µM. Jurkat, PMA/ionomycin-induced NF-kB luciferase reporter. 330,000 compounds, 0.53% hits
Apaf-1 inh: inhibitors of human Apaf-1 apoptosome, primary screen, biochemical, DEVD-Rh110 fluorescence, uHTS; Apoptotic protease-activating factor 1 (Homo sapiens), O14727; reconstituted apoptosome caspase-3 activity; inhibition, % at 20 µM; 330,000 compounds, 0.71% hits; active = inhibition of at least 40% at 20 µM;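 note: plate controls were DMSO wells for no effect and DEVD-CHO caspase inhibitor wells for full effect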
Target sequence (O14727 whole entry, looked up): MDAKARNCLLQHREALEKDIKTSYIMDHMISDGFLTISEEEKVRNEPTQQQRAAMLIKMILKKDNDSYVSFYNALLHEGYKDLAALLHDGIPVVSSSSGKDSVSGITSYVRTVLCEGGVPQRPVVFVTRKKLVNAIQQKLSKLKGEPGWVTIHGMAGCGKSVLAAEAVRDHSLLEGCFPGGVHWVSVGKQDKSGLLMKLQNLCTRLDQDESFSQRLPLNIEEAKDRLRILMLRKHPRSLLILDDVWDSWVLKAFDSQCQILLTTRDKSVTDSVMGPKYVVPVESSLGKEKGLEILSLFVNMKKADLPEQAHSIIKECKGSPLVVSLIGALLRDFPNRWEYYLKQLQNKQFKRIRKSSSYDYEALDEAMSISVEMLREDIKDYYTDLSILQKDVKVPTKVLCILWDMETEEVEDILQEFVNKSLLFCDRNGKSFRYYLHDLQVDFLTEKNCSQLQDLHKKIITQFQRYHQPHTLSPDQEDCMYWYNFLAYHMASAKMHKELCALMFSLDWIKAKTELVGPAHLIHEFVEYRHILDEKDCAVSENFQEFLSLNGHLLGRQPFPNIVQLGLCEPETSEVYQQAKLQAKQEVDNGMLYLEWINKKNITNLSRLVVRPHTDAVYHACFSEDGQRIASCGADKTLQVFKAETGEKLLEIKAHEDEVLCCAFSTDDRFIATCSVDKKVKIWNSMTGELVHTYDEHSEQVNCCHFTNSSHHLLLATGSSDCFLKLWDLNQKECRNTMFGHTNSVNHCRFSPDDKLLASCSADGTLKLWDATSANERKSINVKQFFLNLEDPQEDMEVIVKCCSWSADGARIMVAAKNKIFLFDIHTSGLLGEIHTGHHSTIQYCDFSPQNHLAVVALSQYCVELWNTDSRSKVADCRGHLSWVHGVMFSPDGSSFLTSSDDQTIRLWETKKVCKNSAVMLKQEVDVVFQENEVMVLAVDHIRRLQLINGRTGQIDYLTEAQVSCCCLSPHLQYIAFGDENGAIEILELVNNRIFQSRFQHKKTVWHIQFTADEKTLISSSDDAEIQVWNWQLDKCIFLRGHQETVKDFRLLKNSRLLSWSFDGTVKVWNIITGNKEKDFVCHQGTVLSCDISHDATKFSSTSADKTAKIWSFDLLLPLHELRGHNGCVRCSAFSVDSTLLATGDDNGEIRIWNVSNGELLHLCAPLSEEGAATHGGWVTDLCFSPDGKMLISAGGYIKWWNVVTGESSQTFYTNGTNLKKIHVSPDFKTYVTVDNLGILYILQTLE
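Material: cell-free apoptosome with Apaf-1, procaspase-3 and caspase-9; Buffer or medium: Hepes pH 7.5 with detergent and BSA; Reagent: cytochrome c trigger plus (Z-DEVD)2-Rh110 caspase-3 substrate; Times: compound with Apaf-1, dATP, procaspase-3 30 min, then 50 min reaction, room temperature; Technique: Rh110 fluorescence intensity.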
CCR6 antag: CCR6 receptor antagonists, primary screen, cell-based, CHO-K1, luminescence, beta-arrestin, uHTS. C-C chemokine receptor type 6 (Homo sapiens), P51684. CHO-K1 CCR6 PathHunter beta-arrestin, CCL20-stimulated. inhibition, % at 20 µM. 340,000 compounds, 0.49% hits. AID 493098, 2011;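 active = compounds whose inhibition of the agonist-driven luminescence signal at 20 µM reaches about 50%, limit read from the data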;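 note: cells stimulated with CCL20 at 14 nM final; plate controls were DMSO with CCL20 for no effect and DMSO without agonist for full effect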
Active calls of the source: *; & = joins results of further samples. Cut-off read from the data, not from the text of the source, unless noted: active = inhibition above about 50%; inactive = the rest. An excerpt; rates above refer to the full screens.

Value order – Gli-Sufu block	SENP8 inh	Jurkat NFkB inh	697 NFkB inh	CCR6 antag	UBC13 inh	Apaf-1 inh	EBI2 block
#1 COc1ccc(S(=O)(=O)N2CCOCC2)cc1NC(=O)c1cc2ccccc2o1
    14	1	-9	13	8	0	16	12
#2 COc1ccc(Cl)cc1NC(=S)Nc1cccc(C)c1
    -5	-7	1	4	15	-6	3	-3
#3 Cc1nn(Cc2ccc(Cl)cc2Cl)c(C)c1NC(=O)C1C2CCC(O2)C1C(=O)O (centres undefined)
    -2	-8	-5	-16	-6	-8	1	3
#4 CCOC(=O)Nc1ccc2c(c1)N(C(=O)CCN1CCN(CCO)CC1)c1ccccc1S2
    8	-10	-8	2	-2	7	3	9
#5 COc1ccccc1OCC(=O)Nc1cccc(C(=O)N2CCOCC2)c1
    1	0	6	-17	-7	2	-6	-8
#6 CC1=NN(c2ccccc2)C(=O)/C1=C\N(O)c1ccccc1
    -18	7	-4	-4	11	-42	71*	9
#7 O=c1[nH]cnc2c1sc(=S)n2-c1ccccc1
    6	2	-8	0	-4	-21	4	-7
#8 NC(=O)CCCC1=NS(=O)(=O)c2ccccc2N1
    -10	-2	2	-2	-7	6	4	-1
#9 Cc1cccc(-n2ccnc2SCC(=O)N2CCCc3ccccc32)c1C
    9	3	3	-9	7	3	9	21
#10 Cc1ccc(NC(=O)[C@@H]2CCCN2S(=O)(=O)c2ccccc2F)cc1
    -2	-6	2	0	16	-3	2	-1
#11 CCOC(=O)Cn1nc(C)c(NC(=O)c2ccc(Br)o2)c1C
    -7	-7	3	1	3	-8	-6	0
#12 Cc1ccc(NC(=O)Nc2ccc(F)cc2F)c(OC(F)F)c1
    -7	3	-7	4	2	1	-14	-8
#13 CCN(C(=O)COc1ccccc1C(=O)NCc1ccccc1)C1CCS(=O)(=O)C1 (centres undefined)
    -5	0	3	15	1	5	1	-1
#14 Cc1ccc(CCNC(=O)c2cc(S(=O)(=O)N3CCCC3)cn2C)cc1
    -19	-1	-19	-15	7	-1	6	-1
#15 CN1CCN(c2ccc(-c3ccnn3C(=O)Nc3ccccc3)cc2)CC1
    -35	1	-43	-23	12	7	-11	0

Profiles, quoted from the list.
Cc1nn(Cc2ccc(Cl)cc2Cl)c(C)c1NC(=O)C1C2CCC(O2)C1C(=O)O (centres undefined) is entered as Gli-Sufu block = -2; SENP8 inh = -8; Jurkat NFkB inh = -5; 697 NFkB inh = -16; CCR6 antag = -6; UBC13 inh = -8; Apaf-1 inh = 1; EBI2 block = 3
COc1ccccc1OCC(=O)Nc1cccc(C(=O)N2CCOCC2)c1 is entered as Gli-Sufu block = 1; SENP8 inh = 0; Jurkat NFkB inh = 6; 697 NFkB inh = -17; CCR6 antag = -7; UBC13 inh = 2; Apaf-1 inh = -6; EBI2 block = -8

Next structures follow:
Value order – Gli-Sufu block	SENP8 inh	Jurkat NFkB inh	697 NFkB inh	CCR6 antag	UBC13 inh	Apaf-1 inh	EBI2 block
#16 O=C(c1cc(-c2cccs2)on1)N1CCN(C(c2ccccc2)c2ccccc2)CC1
    5	17	-2	-5	15	-9	19	88*
#17 O=C1c2ccccc2C(=O)N1CCCOCc1c[nH]c(=O)[nH]c1=O
    -6	7	6	11	-2	0	0	-9
#18 O=C(NC(=S)Nc1ccc(N2CCCCC2)c(Cl)c1)c1ccc2c(c1)OCCO2
    8	-1	36	-23	36	0	11	32
#19 O=C(CSc1nc2ccccc2c(=O)[nH]1)Nc1nc(-c2ccc(Br)cc2)cs1
    2	3	11	-16	-1	11	-74	3
#20 CCC(C)n1cnc2c(c1=O)c1nc3ccccc3nc1n2-c1ccc2c(c1)OCCO2 (centres undefined)
    3	-1	8	-6	2	-7	3	11
#21 Cc1ccccc1CC(=O)Nc1cccc(S(=O)(=O)N2CCCC2)c1
    4	-1	3	10	13	2	15	-4
#22 COc1cc(NC(=O)c2ccc3c(c2)OCCO3)ccc1NC(=O)c1ccccc1Cl
    6	16	-7	2	1	-6	5	-10
#23 Cc1nn(-c2ccccc2)nc1C(=O)c1c(C)[nH]n(-c2ccccc2)c1=O
    -6	1	15	10	13	-1	1	-16
#24 CCOc1ccccc1NC(=O)C1CCCN(S(=O)(=O)c2ccc(-n3cnnn3)cc2)C1 (centres undefined)
    12	1	10	12	-1	3	-1	11
#25 COC(=O)c1nc2n(n1)C(c1cccc(Cl)c1)C1=C(CCCC1=O)N2 (centres undefined)
    2	0	-5	-1	0	0	3	-3
#26 COc1ccc(C(=O)NC(=S)N2CCOCC2)cc1OC
    -2	-1	1	11	13	8	-10	-6
#27 CCCCCCSc1cccc(-c2nc3cc(C)ccn3c2NCc2ccccc2)c1
    10	-1	4	-35	29	10	40*	12&18
#28 CCC1(CC)NC(=O)N(CC(=O)OCC(=O)c2cc(C)c(C)cc2C)C1=O
    -7	5	0	19	-3	2	6	-12
#29 CCOC(=O)C(C)n1cnc2c(nnn2Cc2ccc(Cl)cc2)c1=O (centres undefined)
    1	-4	3	11	-3	11	-13	-1
#30 COc1ccccc1CNC(=O)COC(=O)Cc1c(Cl)cccc1Cl
    -2	0	-1	7	9	11	6	8

Rewritten as labelled records: entries from further up
#25 COC(=O)c1nc2n(n1)C(c1cccc(Cl)c1)C1=C(CCCC1=O)N2 (centres undefined)
  Gli-Sufu block: 2 | SENP8 inh: 0 | Jurkat NFkB inh: -5 | 697 NFkB inh: -1 | CCR6 antag: 0 | UBC13 inh: 0 | Apaf-1 inh: 3 | EBI2 block: -3
#28 CCC1(CC)NC(=O)N(CC(=O)OCC(=O)c2cc(C)c(C)cc2C)C1=O
  Gli-Sufu block: -7 | SENP8 inh: 5 | Jurkat NFkB inh: 0 | 697 NFkB inh: 19 | CCR6 antag: -3 | UBC13 inh: 2 | Apaf-1 inh: 6 | EBI2 block: -12

Other results.
Value order – Gli-Sufu block	SENP8 inh	Jurkat NFkB inh	697 NFkB inh	CCR6 antag	UBC13 inh	Apaf-1 inh	EBI2 block
#31 O=C(CN(Cc1ccc2c(c1)OCO2)C(=O)c1cnsn1)NC1CCCC1
    2	10	2	20	30	0	2	9
#32 COc1cccc(C(=O)Nc2ccc(NC(=O)C(C)C)nc2)c1
    -5	-5	-13	8	4	0	-7	2
#33 Cc1cc2c(cc1S(=O)(=O)N1CCN(c3cccc(C)c3C)CC1)OCCN2C
    0	-10	-1	-7	1	-4	36	1
#34 COc1ccc(-c2cc(C)no2)cc1S(=O)(=O)Nc1ccc(NC(C)=O)cc1
    -23	-3	16	-20	-7	-3	2	-3
#35 CCOC(=O)CC1C(=O)NCCN1Cc1ccc(OC)c(OC)c1 (centres undefined)
    -2	-4	-17	7	-10	14	2	-7
#36 Cc1nc(S/C(=C/c2ccc(-c3ccc(Cl)cc3)o2)C(=O)O)n[nH]1
    2	-8	16	-9	18	-34	23	-13
#37 CC(CC(=O)N1CCc2ccccc21)c1ccccc1 (centres undefined)
    -19	-7	-5	-13	9	11	8	-3
#38 O=C(NC1CCCCC1)c1ccc(CS(=O)(=O)c2ccc(Cl)cc2)o1
    5	-1	14	3	12	4	5	3
#39 Cc1cc(C)n2nc(C(=O)OCC(=O)N3C(C)CCCC3C)nc2n1 (centres undefined)
    -1	16	8	19	10	1	-2	-2
#40 C=CCNc1nc(Cl)nc(Nc2ccc(OC)cc2)n1
    -2	-14	-17	-26	-13	-6	-12	-6
#41 Cc1[nH]c2ccccc2c1N=Nc1ccccc1F
    15	3	-13	-11	-2	2	0	15
#42 CC(=O)n1cc(/C=N/NC(=O)c2ccccc2Cl)c2ccccc21
    -6	-8	3	8	-5	-2	10	7
#43 O=C(CSC1=Nc2ccccc2C2=NC(Cc3c[nH]c4ccccc34)C(=O)N12)NC1CCCCC1 (centres undefined)
    6	1	2	9	-9	3	10	1
#44 Cn1c(SCC(=O)c2cccs2)nnc1-c1ccco1
    0	-19	-12	-14	4	-9	-1	-1
#45 Nc1nc(-c2ccc3c(c2)NC(=O)CO3)cs1
    -7	-2	-4	17	11	7	-6	-3
#46 COc1ccc(C(=O)NCC2CCCO2)cc1OC (centres undefined)
    -4	10	8	13	2	0	-35	-3
#47 Cc1nc2cc(NCc3ccc(Cl)cc3)ccc2n1C
    -30	16	-133	-202	14	-12	3	2
#48 CC(C)C(NC(=O)c1ccc(Cl)cc1Cl)C(=O)N1CCN(S(=O)(=O)c2ccccc2)CC1 (centres undefined)
    11	-8	-5	4	5	7	11	-2
#49 Cn1c(Cc2csc(N)n2)nnc1SC/C=C/c1ccccc1
    9	-2	-14	13	13	-1	10	0
#50 CCOCCCn1c(=S)[nH]c2cc(C(=O)N3CCN(C4CCCCC4)CC3)ccc2c1=O
    -9	-4	9	1	4	4	1	-5
#51 Cn1c(=O)[nH]c(=O)c2c1nc(N)n2Cc1ccccc1
    16	0	1	18	12	36	-4	-10
#52 Cc1ccc(NC(=O)CCc2c(C)nc3ncnn3c2C)nc1
    -1	-7	-3	5	-12	-8	14	-11
#53 CCc1cccc(CC)c1NC(=O)COC(=O)/C(C#N)=C/c1ccc(OC)cc1
    5	1	2	13	6	0	-5	-7
#54 Cc1oc(-c2ccc(Cl)cc2)nc1CS(=O)CC(=O)NCc1ccco1 (centres undefined)
    -1	-2	16	-13	8	-5	-5	4
#55 COCCNS(=O)(=O)c1ccc(SC)cc1
    3	1	7	5	-3	-12	-1	-6
#56 COc1cccc(/C=N/NC(=O)c2nc(-c3ccccc3)cc(-c3ccccc3)n2)c1
    3	0	-11	22	-1	-9	10	35
#57 CC(=O)N1CCN(CC(c2ccccc2)c2ccccc2)CC1
    27	-15	-22	-30	0	-5	-5	-1
#58 CCOC(=O)c1cnc2cc(C)ccn2c1=O
    -4	-11	-20	-10	-1	2	0	-2
#59 O=C(NCCCN1CCOCC1)c1ccc(NS(=O)(=O)c2ccccc2)cc1
    -7	-5	12	-15	10	-1	-3	0
#60 CC/C(=N\NC(=O)c1ccc(CN(C)S(=O)(=O)c2ccc(C)cc2)cc1)c1ccc(OC(F)F)cc1
    2	-13	13	17	0	-5	10	-3
#61 CC(C)(C)c1ccccc1NC(=O)NC1CCN(Cc2c(F)cccc2Cl)CC1
    -14	4	-1	-16	12	6	-2	-1
#62 O=C(CSC1=NC(=O)C(Cc2ccccc2)C(=O)N1)Nc1ncc(Br)cc1Br (centres undefined)
    -1	-1	13	12	7	3	-7	3
#63 CC1CCCC(C)N1C(=O)COC(=O)c1ccc2c(c1)OCO2 (centres undefined)
    -6	-8	-14	-4	-5	-3	-1	5
#64 CC(CCc1ccccc1)NC(=O)CN(C)Cc1ccc(F)cc1 (centres undefined)
    8	1	-37	-20	19	-4	20	6
#65 COc1cccc(OC)c1NC(=O)CN(C)S(=O)(=O)c1ccc2c(c1)OCCO2
    -26	-3	8	5	15	1	-3	9
